Screening results as filed in PubChem BioAssay.
Fam108B inh = mouse Fam108B serine hydrolase inhibitors, primary screen, counter-screen for RBBP9 inhibitor project, biochemical, fluorescence polarization; recombinant Fam108B, FP-Rh probe fluorescence polarization; inhibition, % at 9.51 µM; 300,000 tested, 0.33% active; AID 1947, 2009;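 active = inhibition above the screen mean inhibition plus 3 SD, computed separately per campaign, cut at about 18% in these data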;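 note: inhibitors lower polarization as less probe binds the enzyme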
PAFAH1B2 inh = PAFAH1B2 enzyme inhibitors, primary screen, biochemical, fluorescence polarization, human; Platelet-activating factor acetylhydrolase IB subunit alpha2 (Homo sapiens), P68402; recombinant PAFAH1B2, FP-rhodamine activity probe; inhibition, % at 3.39 µM; 340,000 tested, 1.2% active;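 active = inhibition above the mean of all tested compounds plus 3 SD, cut at about 24% in these data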;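 note: 0% = enzyme with DMSO and 100% = wells lacking PAFAH1B2; many of its hits are not listed in these tables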
PAFAH1B3 FP inh = PAFAH1B3 enzyme inhibitors, primary screen, biochemical, fluorescence polarization, human | recombinant PAFAH1B3, FP-rhodamine probe | inhibition, % at 3.39 µM | AID 492972, 2010 | 340,000 tested, 0.28% active;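 active = inhibition above the screen-wide average of all tested compounds plus 3 SD, cut at about 25% in these data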;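 note: 0% = enzyme with DMSO only and 100% = wells lacking PAFAH1B3 protein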
Target sequence (Q15102 whole entry, looked up): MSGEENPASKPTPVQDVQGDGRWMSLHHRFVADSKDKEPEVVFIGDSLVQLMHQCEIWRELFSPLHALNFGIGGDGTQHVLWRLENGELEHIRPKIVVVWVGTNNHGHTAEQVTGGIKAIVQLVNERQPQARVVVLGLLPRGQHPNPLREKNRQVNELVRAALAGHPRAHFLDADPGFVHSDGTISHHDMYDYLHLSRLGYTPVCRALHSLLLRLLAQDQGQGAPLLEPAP
PAD4 FP inh = human PAD4 inhibitors, primary screen, biochemical, fluorescence polarization, 1536-well format; inhibition, % at 6.36 µM; AID 485272, 2010; recombinant PAD4, RCA probe fluorescence polarization; Protein-arginine deiminase type-4 (Homo sapiens), Q9UM07; 330,000 tested, 0.41% active;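 active = percent inhibition above a cutoff equal to the mean of all tested compounds plus 3 SD, cut at about 15% in these data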;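 note: 0% = PAD4 with RCA probe and DMSO and 100% = probe without PAD4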
PAFAH2 FP inh = PAFAH2 enzyme inhibitors, primary screen, biochemical, fluorescence polarization, human. AID 492956, 2010. recombinant PAFAH2, FP-rhodamine activity probe. 340,000 tested, 0.99% active. Platelet-activating factor acetylhydrolase 2, cytoplasmic (Homo sapiens), Q99487. inhibition, % at 3.39 µM;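 active = inhibition above the mean over all tested compounds plus 3 SD, cut at about 30% in these data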;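 note: inhibitors block probe labeling of enzyme so polarization drops; 0% = enzyme with DMSO and 100% = wells lacking PAFAH2 protein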
LYPLA1 inh = LYPLA1 inhibitors, primary screen, counter-screen for PME1 inhibitor project, biochemical, fluorescence polarization, FP-Rh probe ABPP | recombinant LYPLA1 | AID 2174, 2009 | inhibition, % at 5.9 µM | 320,000 tested, 0.16% active | Acyl-protein thioesterase 1 (Homo sapiens), O75608;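 active = inhibition above the mean of all tested compounds plus 3 SD, set per campaign, cut at about 14% in these data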;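 note: inhibitors block serine hydrolase probe labeling of LYPLA1 so polarization falls; 0% = enzyme with DMSO and 100% = wells lacking LYPLA1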
PME-1 inh = PME-1 inhibitors via competitive probe labeling, primary screen, biochemical, fluorescence polarization, FP-Rh probe, HTS; AID 2130, 2009; Protein phosphatase methylesterase 1 (Homo sapiens), Q9Y570; recombinant PME-1; inhibition, % at 5.9 µM; 320,000 tested, 0.53% active;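 active = inhibition above the campaign mean of all compounds plus 3 SD, cut at about 26% in these data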;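 note: competitive labeling of PME-1 active site by serine hydrolase directed probe; 0% = PME-1 with DMSO and 100% = wells lacking PME-1 enzyme; inhibitors block probe labeling so polarization falls and inhibition rises; many of its hits are not listed in these tables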
Target sequence (Q9Y570 whole entry, looked up): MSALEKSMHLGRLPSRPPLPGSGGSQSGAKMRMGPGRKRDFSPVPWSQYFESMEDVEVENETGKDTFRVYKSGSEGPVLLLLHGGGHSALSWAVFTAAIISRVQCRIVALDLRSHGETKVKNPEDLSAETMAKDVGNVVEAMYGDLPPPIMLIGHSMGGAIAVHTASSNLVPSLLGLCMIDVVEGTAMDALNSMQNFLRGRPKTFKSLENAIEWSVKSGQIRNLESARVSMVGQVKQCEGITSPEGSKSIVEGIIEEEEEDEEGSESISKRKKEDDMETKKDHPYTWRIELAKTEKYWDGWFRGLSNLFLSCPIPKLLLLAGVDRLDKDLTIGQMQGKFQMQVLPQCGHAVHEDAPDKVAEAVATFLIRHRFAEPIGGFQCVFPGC
pPAFAH FP inh = pPAFAH enzyme inhibitors, primary screen, biochemical, fluorescence polarization, human. Platelet-activating factor acetylhydrolase (Homo sapiens), Q13093. recombinant pPAFAH, FP-rhodamine probe fluorescence polarization. inhibition, % at 3.39 µM. 330,000 tested, 1.5% active. AID 463082, 2010;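 active = inhibition above the mean inhibition across the screen plus 3 SD, cut at about 25% in these data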;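 note: inhibitors block binding of the rhodamine activity-based probe so polarization drops; 0% = enzyme with DMSO and 100% = wells lacking pPAFAH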
Target sequence (Q13093 whole entry, looked up): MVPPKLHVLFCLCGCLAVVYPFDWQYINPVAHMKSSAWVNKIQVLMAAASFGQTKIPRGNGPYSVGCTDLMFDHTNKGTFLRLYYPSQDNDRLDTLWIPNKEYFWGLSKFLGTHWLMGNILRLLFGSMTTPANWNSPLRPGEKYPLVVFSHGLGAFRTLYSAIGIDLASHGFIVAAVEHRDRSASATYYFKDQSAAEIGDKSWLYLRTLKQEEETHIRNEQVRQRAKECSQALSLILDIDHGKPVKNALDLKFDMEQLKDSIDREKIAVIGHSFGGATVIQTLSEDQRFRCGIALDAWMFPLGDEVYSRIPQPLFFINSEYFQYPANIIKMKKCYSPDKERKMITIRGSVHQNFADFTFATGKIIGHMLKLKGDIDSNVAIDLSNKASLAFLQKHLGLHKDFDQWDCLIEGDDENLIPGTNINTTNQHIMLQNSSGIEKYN
GSTO1 counter = inhibitors of recombinant GSTO1, primary screen, counter-screen for RBBP9 inhibitor project, biochemical, fluorescence polarization; 300,000 tested, 1.1% active; activity-based probe fluorescence polarization; Glutathione S-transferase omega-1 (Homo sapiens), P78417; inhibition, % at 5.96 µM;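 active = inhibition above the campaign mean inhibition plus 3 SD, cut at about 35% in these data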;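 note: 0% = GSTO1-1 with DMSO and 100% = wells lacking GSTO1-1 enzyme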
* = called active by the depositor; . = not tested or not shown.

SMILES | Fam108B inh | PAFAH1B2 inh | PAFAH1B3 FP inh | PAD4 FP inh | PAFAH2 FP inh | LYPLA1 inh | PME-1 inh | pPAFAH FP inh | GSTO1 counter
CNC(=O)c1nnn(Cc2ccccc2)c1NC(C)=O | 1 | 2 | -3 | -1 | 2 | 6 | -6 | -1 | 0
Cc1ccc(NC(=O)C2CCN(S(=O)(=O)c3c(C)n[nH]c3C)CC2)c(C)c1 | 8 | 1 | 5 | 0 | -7 | 0 | 5 | 7 | -3
CC(C)S(=O)(=O)c1csc(C(=O)NN)c1-n1cccc1 | 0 | 4 | 7 | 0 | 3 | 1 | -1 | 7 | 12
Cc1ccc(CNCC(O)(c2ccccc2)c2ccc(F)cc2)cc1 (centres undefined) | -2 | 3 | 12 | -1 | 1 | -1 | -7 | 1 | 5
CC(C)Oc1ccc(S(=O)(=O)N2CCCCC2)cc1NC(=O)CN1C(=O)NC(C)(c2ccccc2)C1=O (centres undefined) | 1 | 4 | 2 | 0 | 3 | 1 | 39* | 11 | 1
O=C(CSc1nnc(NC(=O)c2ccccc2F)s1)NCC1CCCO1 (centres undefined) | -1 | -5 | 1 | 2 | 2 | 1 | 2 | 1 | -6
CSc1ccc(C(=O)N2CCc3ccc(NC(=O)c4ccccn4)cc3C2)cc1 | 9 | -8 | 9 | 5 | -7 | 0 | 8 | 0 | 2
C/C(=N\N=c1/scc(C)n1Cc1ccco1)c1cccc([N+](=O)[O-])c1 | 4 | 3 | 9 | -1 | 3 | 3 | 7 | 8 | -1
Cn1c(NC(=O)CC2CCCCC2)cc(=O)n(C)c1=O | 5 | 7 | -1 | 0 | 8 | 0 | 1 | 7 | 5
O=C(NNS(=O)(=O)c1ccccc1Cl)C1COc2ccccc2O1 (centres undefined) | . | 4 | 7 | -2 | 6 | . | . | 3 | .
COc1ccc(S(=O)(=O)/C(C#N)=C/Nc2cccc(OC)c2)cc1 | 0 | 0 | 4 | -2 | 0 | -2 | -2 | 2 | -7
Cc1ccc(Oc2ncnc3sccc23)cc1 | 11 | 0 | -1 | 1 | 3 | 4 | 5 | 6 | 0
CC(C)Oc1nc(-c2ccccc2Cl)nc2ccccc12 | -2 | 4 | 7 | 1 | -3 | -2 | -1 | 2 | 0
CC(C)(C)c1ccc(C(=O)NCC(=O)NCc2ccccn2)cc1 | . | 5 | 8 | -6 | 6 | 0 | -5 | -2 | .
COc1ccc(Cc2nnc(SCC(=O)N3CCc4ccccc4C3)o2)cc1 | 1 | 4 | 13 | -6 | 3 | 1 | 4 | 0 | 13
COc1ccc(NC(=S)Nc2ncccc2C)cc1OC | -2 | 0 | 9 | -10 | 1 | 1 | -4 | 8 | 0
CCC(CC)C(=O)c1c[nH]c(C(=O)O)c1 | -4 | 2 | 2 | 1 | -3 | 4 | -4 | 1 | 4
C=CCOc1ccc(/C=C2\SC(=S)N(NS(=O)(=O)c3ccc(C)cc3)C2=O)cc1 | -4 | 5 | 4 | -4 | 3 | -8 | -6 | 17 | -8
CCOCCCNC(=S)N1CCN(c2nc(-c3ccc(F)cc3)cs2)CC1 | 1 | 3 | 4 | 4 | 1 | -4 | -5 | 9 | -5
CCCn1c(CNc2ccc(Br)cc2)nc2ccccc21 | 8 | 8 | 3 | 1 | -2 | 0 | 17 | 3 | -3
Cc1cc(C)c[n+](CC(=O)c2cc3ccccc3oc2=O)c1 | 6 | 2 | 10 | 5 | 5 | 1 | 3 | 3 | 8
COc1ccc(-n2nnnc2SCC#CCO)cc1 | 3 | 4 | 6 | -1 | -4 | -5 | -6 | -3 | 2
CC(C)c1cc(NC(=O)CCl)on1 | -2 | 0 | 0 | 0 | -2 | 4 | -5 | 1 | 104*
O=C1CC2(CCCC2)C(=O)N1c1ccc(S(=O)(=O)NCC2CC2)cc1Cl | 4 | 6 | 9 | 0 | 4 | -2 | 5 | 6 | 7
CN(Cc1ccccc1)c1ncnc2ccc(Br)cc12 | 0 | 3 | 5 | 3 | 1 | 0 | 2 | 5 | 2
New compounds follow:
SMILES | Fam108B inh | PAFAH1B2 inh | PAFAH1B3 FP inh | PAD4 FP inh | PAFAH2 FP inh | LYPLA1 inh | PME-1 inh | pPAFAH FP inh | GSTO1 counter
Nc1nc(CSc2nc3ccccc3s2)nc(N2CCCCC2)n1 | -1 | 3 | 0 | 0 | -8 | -2 | 4 | 5 | -1
CC(=O)NC(CC(=O)Nc1ccc(S(=O)(=O)N2CCCC2)cc1)c1ccccc1 (centres undefined) | 2 | 4 | 3 | 3 | 5 | 6 | -2 | 7 | -7
O=C(N/N=C/c1ccc([N+](=O)[O-])o1)c1cn2ccc3ccccc3c2n1 | 0 | 4 | 9 | -7 | 10 | -2 | -1 | 15 | 17
CC1(C)CC(=O)C(C(=O)Cc2ccccc2[N+](=O)[O-])C(=O)C1 | 1 | 3 | 2 | -3 | 3 | -2 | 1 | 0 | 11
CNC(=O)/C(=C\c1ccc([N+](=O)[O-])cc1)NC(C)=O | -2 | 5 | 8 | -1 | 10 | 5 | -6 | 4 | 10
CCCCOC(=O)NS(=O)(=O)c1sc(CC(C)C)cc1-c1ccc(Cn2c(CC)nc3c(C)cc(C)nc32)cc1 | -10 | . | . | -2 | . | 12 | -9 | 8 | 2
CCCS(=O)(=O)c1c(S(=O)(=O)CCC)c2ccc(C(N)=O)cn2c1C(=O)c1ccc(F)cc1 | 6 | 0 | 10 | -2 | -1 | -3 | 1 | -3 | 4
O=C(C1Cc2ccccc2CN1S(=O)(=O)c1ccc(F)cc1)N1CCCCCC1 (centres undefined) | 3 | 10 | 7 | -3 | 1 | 1 | 13 | 3 | 2
O=C(NCCCn1ccnc1)c1cc(-c2cccc(O)c2)on1 | 3 | 0 | 5 | -6 | 7 | 1 | -3 | 5 | 0
O=C(Nc1ccncc1)c1cc(S(=O)(=O)N2CCCCC2)ccc1Cl | -3 | 5 | 0 | -1 | 6 | -2 | -1 | 11 | 3
CC(=O)Nc1ccc(-c2csc(N/N=C(/C)c3ccccc3)n2)cc1 | 0 | 0 | 13 | -1 | 1 | -12 | 12 | 15 | -3
CCC(C)NC(=O)CCc1nnc2ccc(N3CCC(C)CC3)nn12 (centres undefined) | -1 | 4 | 0 | 3 | -3 | -5 | -4 | 2 | 6
O=C(OCc1ccccc1F)c1cc2ccccc2cc1O | -3 | 4 | 5 | -3 | 1 | 4 | -2 | 7 | 8
O=C(CO/N=C/c1ccccc1O)N1CCc2ccccc21 | -6 | 2 | 4 | 1 | -9 | -3 | -3 | 3 | 5
O=C(O)Cc1coc2ccc3ccccc3c12 | -6 | -2 | 10 | -4 | -3 | -3 | 6 | 1 | 8
CC1CC(C)CN(C(=O)COC(=O)c2ccc3ccccc3n2)C1 (centres undefined) | . | 4 | 2 | -3 | 2 | -2 | 5 | -1 | .
COc1ccc2c(c1)nc(N)n2Cc1ccccc1 | 0 | -1 | 11 | 2 | 2 | 4 | 0 | 6 | 3
NC(=O)CC(NC(=O)c1ccc(Br)cc1)c1ccc(NC2CCCCCCC2)c([N+](=O)[O-])c1 (centres undefined) | -1 | -3 | 5 | -1 | -3 | 1 | 11 | 1 | -3
COc1ccccc1NC(=O)Cc1noc(CSc2n[nH]c(N)n2)n1 | -1 | 7 | 2 | -3 | 4 | 4 | 2 | -8 | -2
Cc1ccc(S(=O)(=O)N(CC(=O)Nc2ccccc2-c2ccccc2)c2ccc(C)cc2C)cc1 | -3 | 2 | -8 | 5 | -12 | -4 | -5 | 0 | -5
Cc1ccc(C)c(C(=O)CCC(=O)OCn2nnc3ccccc3c2=O)c1 | . | -1 | 7 | -1 | -1 | -1 | 6 | 8 | .
CCOc1ccc(S(=O)(=O)N2CCCC(C(=O)NCCN3CCOCC3)C2)cc1Cl (centres undefined) | -2 | 7 | -2 | -3 | -1 | 1 | -1 | 0 | 6
Cn1cccc1/C=N/NC(=O)CNc1cccc2ccccc12 | 0 | . | . | -5 | . | 2 | 13 | 9 | 17
COc1ccc(OC)c(C2/C(=C(/O)c3ccc(C)cc3)C(=O)C(=O)N2Cc2ccco2)c1 (centres undefined) | 2 | 2 | 4 | -4 | -4 | 1 | -4 | -1 | 0
CC(=O)c1ccc(S(=O)(=O)Nc2ccc(-n3c(C)nc4ccccc4c3=O)cc2)cc1 | -2 | 3 | 8 | 2 | 6 | -3 | -4 | 1 | 6
Additional structures
SMILES | Fam108B inh | PAFAH1B2 inh | PAFAH1B3 FP inh | PAD4 FP inh | PAFAH2 FP inh | LYPLA1 inh | PME-1 inh | pPAFAH FP inh | GSTO1 counter
COC(=O)c1cc2occc2n1CC(=O)Nc1ccc(OC)c(OC)c1 | 1 | 3 | 4 | -2 | -8 | -3 | -2 | 0 | 2
CCN(CC)CCOC(=O)c1ccc(NC(=O)CCCN2C(=O)S/C(=C/c3ccc(OC)cc3)C2=S)cc1 | -20 | -2 | 6 | -26 | -16 | -20 | -17 | 8 | -15
O=C(CCN1C(=O)c2cccc3cccc(c23)C1=O)NCc1ccco1 | 2 | -2 | -8 | -1 | -1 | -2 | 7 | -1 | 3
COCc1c(C(=O)N2CCN(S(=O)(=O)c3ccccc3Cl)CC2)oc2ccccc12 | . | -4 | 3 | -1 | -6 | -2 | 2 | 5 | .
Cc1ccnc(SCCn2c(N3CCCCC3)nc3c2c(=O)n(C)c(=O)n3C)n1 | 1 | 0 | 2 | -1 | -4 | -2 | -1 | -1 | -6
COc1ccc2oc(=N)c(C(=O)Nc3ccccc3)cc2c1 | -12 | -2 | 8 | -9 | 6 | -5 | -14 | -3 | 5
CC(=O)c1cc2c(cc1NC(=O)CCn1cccc1)OCO2 | 4 | 5 | 11 | 1 | 2 | 1 | -3 | -1 | 7
CC1(C)NC(=O)N(CC(=O)Nc2cc(S(=O)(=O)N3CCOCC3)ccc2N2CCOCC2)C1=O | 8 | . | . | -5 | . | 0 | -2 | -1 | 6
CCc1noc(C)c1C(=O)Nc1nc(-c2ccc(OC)c(OC)c2)cs1 | 2 | 2 | 8 | 0 | 9 | -4 | -6 | 7 | -2
CC(C)[C@H](NC(=O)[C@@H]1CSCN1C(=O)OC(C)(C)C)C(=O)NCC1CCC(C(=O)O)CC1 (some centres undefined) | -1 | 5 | 9 | 2 | -4 | -5 | -6 | 2 | -8
COc1ccc(Nc2nc(-c3ccccc3)cs2)cc1 | 0 | 4 | 8 | 3 | 0 | 0 | 0 | 10 | 8
CC(C)(C)c1ccc(C(=O)NC(=S)NNC(=O)c2cccs2)cc1 | -2 | 10 | 7 | 3 | -1 | -5 | 0 | 8 | -18
CC(=O)c1cccc(NC(=O)c2onc(C)c2Cl)c1 | -1 | 2 | 7 | -1 | 13 | 5 | 5 | 2 | 0

A portion of the library; the hit share may differ from the screen's.
